Compound activity as filed in PubChem BioAssay.
bCat nuc transl = alters nuclear translocation of beta-catenin in HeLa cells; immunofluorescence imaging; nuclear translocation activity, % at 5 µM; 0.3% of 190,000 active;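 active = nuclear translocation activity above 50% at 5 µM, with a well cell count of 50 or more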;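 note: per-cell ratio of nuclear to cytoplasmic median beta-catenin stain intensity; plate controls were DMSO negative control for no effect and GSK-3 inhibitor IX positive control for full effect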
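Test system: human HeLa cells, native beta-catenin. Compound dosing: 5 µM primary single dose, 0.1% DMSO, 0.02–20 µM confirmation series. Incubation: compound exposure 24 h at 37°C. Detection: beta-catenin immunostaining with DAPI counterstain, 20x imaging, 6 fields/well. Read-out basis: Nuclear/cytoplasmic beta-catenin signal ratio, % activation.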
MT stabilizer = microtubule stabilizers in HeLa cells; HeLa tubulin immunostaining HCS, 24 h; share of cells brighter than vehicle mean+2SD; % tubulin-high responders, % at 10 µM; 0.83% of 200,000 active;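 active = plate Z-score above 3 for both tubulin-high and condensed-nucleus cell shares, with cell loss under 80%, at 10 µM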;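 note: anti alpha tubulin signal scored within the nucleus-defined area of each cell; some results filed as inactive read as strong as hits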
T cell HTS = T cell immune modulators affecting CD8 T cell-vesicle binding | 2C CD8+ T cell-vesicle binding, flow cytometry; active compounds read low | 0.068% of 330,000 active | calls only at 7 µM | AID 2052;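 active = response, share of CD8 T cells binding vesicles, and their 90th percentile fluorescence all below set limits, cut at about 80% in these data, passing the limit was not always enough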
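Material: 2C TCR transgenic mouse naive CD8+ T cells, MACS-purified. Also added: QL9-charged Drosophila Ld/ICAM-1/B7-1 vesicles. Timing: binding 1.5 h at 37 °C. Measured by: high-throughput flow cytometry with anti-B7-1 and anti-CD8 staining. Read-out: percent CD8+ FL2 mean versus row control. Controls: Unloaded micro-vesicles (low), QL9 vesicles with 0.7% DMSO (high).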
TNAP activation fold = human TNAP enzyme activators, primary screen, biochemical, luminescent, no phosphate acceptor, uHTS (AID 1001) | purified TNAP, luminescent activation assay, no phosphate acceptor; higher activation fold means a stronger effect | 0.03% of 200,000 active | activation fold at 20 µM, or EC50 in µM where a hit was titrated; in the data active = activation fold from about 3, or a potency from the dose series; inactive = the rest, 99 in 100 with activation fold below about 1.6; note: many of its hits are not listed in these tables
Autophagy mod = modulators of autophagy. MEF GFP-LC3 puncta imaging; test concentration mostly 10 µM. calls only at 10 µM (by protocol). 0.98% of 190,000 active. AID 463193;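 active = percentage of spot-positive cells more than 3 SD above its plate mean, without a fluorescence outlier flag or 80% toxicity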;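 note: spot-positive cell cutoff set from DMSO-treated cells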
PMI inhibitors = MPI enzyme activity inhibition – biochemical, fluorescence intensity, coupled assay, primary screen (AID 1209). inhibition, % at 20 µM, or IC50 in µM where a hit was titrated. 0.42% of 190,000 active. purified PMI enzyme, coupled fluorescence intensity; higher % means a stronger effect;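 note: plate controls were DMSO vehicle for no effect and wells lacking substrate for full effect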
Lipid droplet = modulators of hepatic lipid droplet formation; inhibition, % at 6.5 µM; AML12 mouse hepatocytes, oleate lipid droplets, BODIPY imaging; 0.4% of 240,000 active;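 active = lipid droplet intensity inhibited by at least 50%, with more than 500 cells counted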
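material = mouse AML12 hepatocyte cell line, fixed after treatment | also added = 100 µM oleic acid challenge | doses = compound at 6.5 µM only | schedule = overnight exposure | technique = Image-based BODIPY and DAPI two-channel analysis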
Ins promoter up = MIN6 insulin promoter up-regulation. z-score at 5 µM. MIN6 insulin promoter-GFP reporter, high-content imaging; active compounds read high. AID 1625. 0.3% of 190,000 active;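 active = z-score above 3 at 5 µM with at least 500 cells counted in the well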
human PMI inhibitors = MPI inhibition at elevated mannose 6-phosphate – biochemical, fluorescence intensity, high mannose 6-phosphate, primary screen (AID 1220); 0.66% of 190,000 active; recombinant PMI enzyme, coupled fluorescence intensity; higher % means a stronger effect; one-dose inhibition, % at 20 µM; IC50 in µM for titrated hits
Ins promoter up cell count = further read-out of Ins promoter up, marked with its call; cell count; measured here: cytotoxicity, nuclei count;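 total cells summed across four imaged fields per well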
Lipid droplet cells 6.5 µM = further read-out of Lipid droplet, marked with its call; cell count; measured here: cell count, cytotoxicity flag;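 cells counted across two imaged fields per well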
bCat nuc transl cell count 5 µM = second read-out of bCat nuc transl, no call of its own (marks repeat the call); cell count; measured here: cell count, cytotoxicity flag
T cell HTS vesicle-bound % = recorded beside T cell HTS, whose call it bears; double positive events, %; measured here: CD8+ vesicle-bound cell fraction;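 binding gate set so that unloaded-vesicle control wells show 10% double positive cells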
MT stabilizer Hoechst-high % = second read-out of MT stabilizer, no call of its own (marks repeat the call); % Hoechst-high responders; measured here: nuclear condensation Hoechst responders;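 share of cells brighter than vehicle mean plus two SD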
MT stabilizer cytotoxicity % = also measured in MT stabilizer; calls as there; toxicity, %; measured here: cytotoxicity by cell density;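 0% = mean cell density of plate MIN control wells and 100% = no cells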
Autophagy mod cell loss 18 h = further read-out of Autophagy mod, marked with its call; toxicity, %; measured here: cell loss, nuclei count;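 cell loss after 18 h compound exposure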
Numbers without * were called inactive; i = inactive; · = no result given. Cut-off read from the data, not from the text of the source, unless noted: active = inhibition above about 50%; inactive = the rest.

[1] O=C(O)CCC(=O)CCC(=O)c1ccc(Cl)cc1
[2] Cc1ccc(S(=O)(=O)Nc2ccc(-c3nnc(SCc4ccccc4Cl)o3)cc2)cc1
[3] Cn1cc(CCC(=O)N2CCCC(C(=O)c3ccc(C(C)(C)C)cc3)C2)cn1 (stereo not given)
[4] Cc1ccc(NC(=O)NCCc2ccc(S(N)(=O)=O)cc2)cc1
[5] CC(C)Cn1c(SCC(=O)N2CC(=O)Nc3ccccc32)nc2ccccc21
[6] COc1cccc(NC(=O)C2CCCN(S(=O)(=O)c3cccc4cccnc34)C2)c1 (stereo not given)
[7] CCCCNC(=O)CCCn1c(=O)[nH]c2ccc(Br)cc2c1=O
[8] COc1ccc(-c2csc(C)n2)cc1Br

entry no.	1	2	3	4	5	6	7	8
bCat nuc transl	-0.3	0.5	2.3	-1.0	0.8	1.0	-0.4	-2.0
bCat nuc transl cell count 5 µM	1144	481	969	1180	483	1124	1036	919
MT stabilizer	1.0	5.8	3.7	4.2	1.3	2.7	1.6	2.9
MT stabilizer Hoechst-high %	1.4	2.9	2.2	3.7	1.3	2.2	2.6	1.0
MT stabilizer cytotoxicity %	7.2	4.9	5.7	9.1	2.1	8.2	7.3	2.9
T cell HTS	i	i	i	i	i	i	i	i
T cell HTS vesicle-bound %	17	46	16	27	42	63	47	31
TNAP activation fold	1.1	1	1	1.1	1	1	1	1.1
Autophagy mod	i	i	i	i	i	·	i	i
Autophagy mod cell loss 18 h	3	-17	2	4	7	·	16	20
PMI inhibitors	6%	6%	4%	-2%	3%	12%	7%	9%
Lipid droplet	10	19	-2	-1	-30	4	1	11
Lipid droplet cells 6.5 µM	764	756	716	750	614	686	779	717
Ins promoter up	0.88	0.17	0.35	0.73	0.2	·	-0.45	-0.64
Ins promoter up cell count	885	1021	1501	1173	1274	·	1300	1593
human PMI inhibitors	-1%	4%	-4%	-10%	6%	16%	10%	1%

[9] Cc1cccc(C)c1NC(=O)C1c2cccc[n+]2CC(=O)N1Cc1cccs1 (stereo not given)
[10] CC(=O)c1cccc(NS(C)(=O)=O)c1
[11] Cc1cccc(Nc2nc(N)c([N+](=O)[O-])c(N3CCOCC3)n2)c1
[12] Cc1cc2cc(CNC(=O)C3CC3)ccc2n1C
[13] CC1=C(C(=O)Nc2ccccn2)C(c2ccc(Cl)cc2)NC(=S)N1 (stereo not given)
[14] O=C(COC(=O)c1ccc(S(=O)(=O)N2CCOCC2)cc1)NCc1cccs1
[15] CCOC(=O)N1CCN(S(=O)(=O)c2ccc(OCC)cc2)CC1
[16] NC(=S)N=Nc1c(O)n(C2OC(=O)c3ccccc32)c2ccccc12 (stereo not given)

entry no.	9	10	11	12	13	14	15	16
bCat nuc transl	-1.3	0.3	-4.0	-0.5	1.2	0.9	-4.6	-1.8
bCat nuc transl cell count 5 µM	1066	1114	509	840	1035	1143	1207	1033
MT stabilizer	3.1	2.6	3.0	3.2	5.5	2.9	2.7	2.8
MT stabilizer Hoechst-high %	2.6	2.8	2.8	1.8	3.5	2.0	1.7	1.7
MT stabilizer cytotoxicity %	9.6	4.0	6.3	7.7	8.7	5.8	5.8	0.5
T cell HTS	i	i	i	i	i	i	i	i
T cell HTS vesicle-bound %	38	48	26	57	62	58	6	14
TNAP activation fold	1	1.1	1	1.1	1.1	1	1	0.7
Autophagy mod	i	i	i	i	i	i	i	i
Autophagy mod cell loss 18 h	3	9	-8	12	-5	6	-4	19
PMI inhibitors	-8%	3%	-4%	3%	-3%	-5%	19%	10%
Lipid droplet	-8	23	16	·	-2	11	21	0
Lipid droplet cells 6.5 µM	746	708	661	·	756	748	775	666
Ins promoter up	-0.02	0.24	-0.39	1.6	0.39	-0.61	0.12	-1.6
Ins promoter up cell count	1265	1246	1343	1341	1246	1287	932	695
human PMI inhibitors	-4%	1%	-9%	19%	-1%	-6%	10%	19%

[17] COc1ccc(N(C(=O)Nc2ccc(Cl)cc2)C2=NCCC2)cc1
[18] O=C(COC(=O)C1c2ccccc2Oc2ccccc21)NC1CCS(=O)(=O)C1 (stereo not given)
[19] COCCN(C)C(=O)CC1C(=O)NCCN1CC(c1ccccc1)c1ccccc1 (stereo not given)
[20] Cc1ccccc1NC(=O)C(C)c1ccc(-c2ccccc2)c(F)c1 (stereo not given)
[21] CCOC(=O)c1nn(C)c(C)c1Cl
[22] O=C(/C=C/c1ccccc1[N+](=O)[O-])N1CCCCC1
[23] CCOC(=O)c1c(C)n(C)c2ccc(O)c(CN(CC)CC)c12
[24] COC(=O)[C@H](Cc1ccccc1)NC(=O)Nc1ccc(OC)cc1

entry no.	17	18	19	20	21	22	23	24
bCat nuc transl	-1.3	·	0.8	0.8	·	-1.0	-9.9	-0.2
bCat nuc transl cell count 5 µM	1203	·	1011	1052	·	1113	1107	1326
MT stabilizer	1.9	4.1	2.3	2.0	4.5	1.6	1.1	·
MT stabilizer Hoechst-high %	2.4	2.6	3.2	1.2	3.0	2.5	1.4	·
MT stabilizer cytotoxicity %	11	5.0	5.6	5.4	3.8	5.2	4.7	·
T cell HTS	i	i	i	i	i	i	i	i
T cell HTS vesicle-bound %	51	22	39	37	41	59	62	48
TNAP activation fold	1	1	1	1.1	1.1	0.9	1	·
Autophagy mod	i	i	i	i	i	i	i	·
Autophagy mod cell loss 18 h	-62	19	-4	-5	-11	-3	8	·
PMI inhibitors	18%	-11%	6%	17%	-7%	-2%	20%	·
Lipid droplet	11	·	13	23	-3	8	19	0
Lipid droplet cells 6.5 µM	788	·	690	769	699	702	679	660
Ins promoter up	-0.36	·	0.89	0.78	0.98	0.04	·	-0.43
Ins promoter up cell count	1192	·	1386	814	1158	1302	·	1094
human PMI inhibitors	9%	-10%	33%	16%	-3%	28%	15%	·

Random excerpt: two compounds from above, in no set order.
[17] COc1ccc(N(C(=O)Nc2ccc(Cl)cc2)C2=NCCC2)cc1
[23] CCOC(=O)c1c(C)n(C)c2ccc(O)c(CN(CC)CC)c12

entry no.	17	23
bCat nuc transl	-1.3	-9.9
bCat nuc transl cell count 5 µM	1203	1107
MT stabilizer	1.9	1.1
MT stabilizer Hoechst-high %	2.4	1.4
MT stabilizer cytotoxicity %	11	4.7
T cell HTS	i	i
T cell HTS vesicle-bound %	51	62
TNAP activation fold	1	1
Autophagy mod	i	i
Autophagy mod cell loss 18 h	-62	8
PMI inhibitors	18%	20%
Lipid droplet	11	19
Lipid droplet cells 6.5 µM	788	679
Ins promoter up	-0.36	·
Ins promoter up cell count	1192	·
human PMI inhibitors	9%	15%

Following part
[25] CC(/C=N/NC(=O)Cn1nnc(N)n1)=C\c1ccc(C(C)C)cc1
[26] Cc1cc(C)nc(NC(=O)/C=C/c2ccccc2Cl)c1
[27] Cc1ccc2[nH]c(=O)c(CN(C(=O)c3cccc([N+](=O)[O-])c3)C(C)C)cc2c1
[28] Fc1ccc(Cn2nnnc2CN2CCN(C3CCCC3)CC2)cc1
[29] COc1ccc(CC(=O)NNC(=S)Nc2ccccc2)cc1Cl
[30] CS(=O)(=O)N1CCN(c2ccc(NC(=O)CSc3nnc(-c4ccco4)o3)cc2)CC1
[31] O=C1N/C(=C/c2ccco2)C(=O)N1Cc1ccccc1F
[32] COc1ccc(N2CCN(S(=O)(=O)c3cccs3)CC2)cc1
[33] Cc1ccc(NC(=O)c2c(O)c3ccccc3n(C)c2=O)nc1
[34] O=C(NCc1cccnc1)NC1CCCN1S(=O)(=O)c1ccc(Cl)cc1 (stereo not given)

entry no.	25	26	27	28	29	30	31	32	33	34
bCat nuc transl	0.6	0.5	0.2	2.8	-1.4	2.1	0.6	0.4	-5.5	-2.8
bCat nuc transl cell count 5 µM	1306	1156	1367	1197	1071	1110	1001	1070	836	883
MT stabilizer	·	6.6	·	4.0	2.4	4.3	8.5	4.5	4.8	2.7
MT stabilizer Hoechst-high %	·	1.7	·	2.9	1.8	0.8	4.0	2.8	3.1	1.9
MT stabilizer cytotoxicity %	·	8.9	·	6.0	3.3	3.1	17	5.2	3.0	7.2
T cell HTS	i	i	i	i	i	i	i	i	i	i
T cell HTS vesicle-bound %	34	52	26	51	59	51	46	26	24	4
TNAP activation fold	·	1.2	·	1.1	1.1	1.2	1.2	1.1	1.1	1.1
Autophagy mod	·	i	·	i	i	i	i	i	i	i
Autophagy mod cell loss 18 h	·	1	·	14	12	-8	10	19	5	6
PMI inhibitors	·	14%	·	-9%	-4%	-8%	-16%	0%	-3%	-1%
Lipid droplet	-7	2	5	6	-11	-1	9	8	·	·
Lipid droplet cells 6.5 µM	684	639	685	779	752	642	581	671	·	·
Ins promoter up	-0.04	0.02	-0.06	-0.06	·	·	·	1.8	0.2	0
Ins promoter up cell count	1060	1462	1042	1119	·	·	·	1800	1218	1043
human PMI inhibitors	·	5%	·	-2%	-4%	-10%	-2%	-5%	-3%	-4%
